From PubChem
TNAP pNPP inh: blocks human TNAP p-nitrophenol release; inhibition, % at 20 µM; purified TNAP, pNPP hydrolysis, absorbance 405 nm; P05186; 21,000 tested, under 10 active;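 further: 0% = DMSO only wells and 100% = 1 mM levamisole wells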
Target sequence (P05186 whole entry, looked up): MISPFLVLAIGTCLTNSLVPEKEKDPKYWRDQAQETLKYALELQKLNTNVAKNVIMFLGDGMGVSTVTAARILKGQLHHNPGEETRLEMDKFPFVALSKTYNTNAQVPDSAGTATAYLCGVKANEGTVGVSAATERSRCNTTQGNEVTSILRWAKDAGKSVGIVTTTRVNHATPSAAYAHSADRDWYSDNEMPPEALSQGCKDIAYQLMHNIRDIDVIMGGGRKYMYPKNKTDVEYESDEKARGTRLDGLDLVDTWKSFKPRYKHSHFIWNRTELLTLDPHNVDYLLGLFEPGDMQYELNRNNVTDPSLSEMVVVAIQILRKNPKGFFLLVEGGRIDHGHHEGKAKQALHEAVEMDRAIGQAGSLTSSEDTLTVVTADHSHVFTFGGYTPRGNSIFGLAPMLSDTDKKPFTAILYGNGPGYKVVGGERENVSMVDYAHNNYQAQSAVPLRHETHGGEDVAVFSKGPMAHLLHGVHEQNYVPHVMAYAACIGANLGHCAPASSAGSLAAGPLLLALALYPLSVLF
TNAP inh Pi: human TNAP inhibition, phosphate detection; inhibition, % at 20 µM; P05186; purified TNAP, pNPP, malachite green phosphate absorbance; 21,000 tested, under 10 active; AID 614
An asterisk follows results filed as active.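 How the source made its calls: active means inhibition above 50% at the 20 µM single-dose screen; inactive means the rest.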

A first look:
Order of results – TNAP pNPP inh | TNAP inh Pi
1. O=C(CSc1ncn[nH]1)Nc1ccc(Br)cc1F
  3 | 4
2. CCCn1c(=O)c2c(nc(Br)n2CCC)n(C)c1=O
  4 | 9
3. CC(C)NC(=O)NC(=O)CSc1ncc(C(F)(F)F)cc1Cl
  9 | 20
4. Cn1c(SCC(=O)N2c3ccccc3Sc3ccccc32)nnc1-c1ccco1
  5 | 5
5. CC(=O)c1c(N2CCN(Cc3ccc4c(c3)OCO4)CC2)nc(=S)n(-c2ccccc2)c1C
  0 | 0
6. O=C1CCCC2=C1C(c1cccs1)n1ncnc1N2 (configuration not stated)
  -3 | -14
7. O=C(CCN1C(=O)c2ccccc2S1(=O)=O)Nc1nc2c(s1)CCCC2
  -2 | 9

The list itself, from the first entry:
Order of results – TNAP pNPP inh | TNAP inh Pi
1. O=C(CSc1ncn[nH]1)Nc1ccc(Br)cc1F
  3 | 4
2. CCCn1c(=O)c2c(nc(Br)n2CCC)n(C)c1=O
  4 | 9
3. CC(C)NC(=O)NC(=O)CSc1ncc(C(F)(F)F)cc1Cl
  9 | 20
4. Cn1c(SCC(=O)N2c3ccccc3Sc3ccccc32)nnc1-c1ccco1
  5 | 5
5. CC(=O)c1c(N2CCN(Cc3ccc4c(c3)OCO4)CC2)nc(=S)n(-c2ccccc2)c1C
  0 | 0
6. O=C1CCCC2=C1C(c1cccs1)n1ncnc1N2 (configuration not stated)
  -3 | -14
7. O=C(CCN1C(=O)c2ccccc2S1(=O)=O)Nc1nc2c(s1)CCCC2
  -2 | 9
8. CCN(CC)C(=O)C1CCN(c2ncnc3c2cnn3-c2ccc(C)cc2C)CC1
  2 | 6
9. COC(=O)[C@@H](NC(=O)NC1CCN(Cc2ccccc2)CC1)C(C)C
  3 | 10
10. C=CCn1c(SCc2nnc(-c3ccccc3)o2)nnc1C(O)c1ccccc1 (configuration not stated)
  -12 | -5

Looked up by structure from the entries so far:
Order of results – TNAP pNPP inh | TNAP inh Pi
9. COC(=O)[C@@H](NC(=O)NC1CCN(Cc2ccccc2)CC1)C(C)C
  3 | 10
4. Cn1c(SCC(=O)N2c3ccccc3Sc3ccccc32)nnc1-c1ccco1
  5 | 5

Continued:
Order of results – TNAP pNPP inh | TNAP inh Pi
11. COc1ccc(OC)c(-n2c(CN3CCC(C(N)=O)CC3)nc3ccccc3c2=O)c1
  1 | 11
12. CN1CCN(C(=O)CSc2nc(-c3cccs3)cc(-c3cccs3)c2C#N)CC1
  4 | 7
13. Clc1ccc(Cn2cc(Br)cn2)cc1Cl
  1 | 5
14. COc1ccc(CN(CC(=O)NCC2CCCO2)C(=O)CCC(=O)Nc2cc(C)ccn2)cc1 (configuration not stated)
  0 | 5
15. CCCC(=O)Nc1ccccc1NC(=O)CN(C)S(=O)(=O)c1ccccc1
  6 | 16
16. COc1ccc(Cl)cc1N=Cc1c(O)cc(C)oc1=O
  6 | 11
17. COCCOC(=O)c1c(C)oc2ccc(OC(=O)c3ccc4c(c3)OCO4)cc12
  2 | 7
18. Cc1cccc(-n2c(SCC(=O)Nc3nnc(C)s3)nnc2-c2ccoc2C)c1
  4 | 9
19. CCOC(=O)c1c(NC(=O)CSc2nnc(-c3ccccc3)n2CC)sc(C(C)=O)c1C
  2 | 13
20. Cc1ccc(SCCNC(=O)C(C)C)cc1
  7 | 12
21. COc1ccc(OCC(=O)N2CCN(c3nnc(-c4ccccc4)c4ccccc34)CC2)cc1
  2 | -3
22. Cc1cc(C)c2[nH]c(=O)c(CN(CC3CCCO3)C(=O)C3CCCO3)cc2c1 (configuration not stated)
  8 | 10
23. Cc1cc2c3nonc3ccc2n1C
  -6 | -2
24. CCOc1cccc2cc(C(=O)Nc3cc(C)on3)c(=O)oc12
  -1 | 10
25. CCC(C(=O)NC1CCCC1)N(C(=O)Cn1nnc(-c2ccc(C)o2)n1)C(C)(C)C (configuration not stated)
  0 | 4
26. CCOc1ccccc1N(CC(=O)NC1CCCC1)C(=O)CCC(=O)Nc1cc(C)on1
  -4 | 3
27. Cc1cc(Cl)cc(Br)c1OCCCCn1cncn1
  2 | 7
28. Cc1cc(Cl)c2c(c1)[C@]1(C(=O)N2)[C@@H]2C(=O)N(Cc3ccccc3)C(=O)[C@@H]2[C@@H]2CCCN21
  4 | 3
29. O=C(NC12CC3CC(CC(C3)C1)C2)N1CCN(c2ccccn2)CC1
  -4 | -4
30. COc1ccc(C2=NO[C@@H]3C(=O)N(c4c(C)cccc4C)C(=O)[C@H]23)cc1OC
  2 | -20
31. Cc1ccc(C(=O)NCCCNCCCNC(=O)c2ccc(C)nc2)cn1
  3 | 6
32. COc1ccc(OC)c(-c2[nH]nc3c2C(c2ccco2)C(C#N)=C(N)O3)c1 (configuration not stated)
  9 | 12
33. Cc1nn2c(-n3ccnc3)c3c(nc2c1-c1ccccc1)CCC3
  2 | 7
34. O=C1c2ccccc2NC(c2ccccc2)N1Cc1ccco1 (configuration not stated)
  1 | -7
35. CC(=O)c1cccc(OCC(=O)c2cc(C)n(-c3cc(C)on3)c2C)c1
  -1 | 3
36. Nc1ccc(SC(F)(F)F)cc1C(=O)c1ccccc1
  0 | 4
37. COc1ccccc1NC(=O)Nc1nnc(C(C)C)s1
  -3 | 4
38. Cn1c(=O)c2c(nc(CN3CCN(c4ccc(F)cc4)CC3)n2Cc2ccccc2F)n(C)c1=O
  6 | -19
39. CCOC(=O)N1CCN(S(=O)(=O)c2ccc(OCC(=O)OC)cc2)CC1
  1 | 7
40. COC(=O)c1[nH]c2ccccc2c1NS(=O)(=O)c1ccc(F)c(C)c1
  4 | 8
41. CNS(=O)(=O)c1cccc(C(=O)OCC(=O)Nc2ccccc2OC(F)F)c1
  -6 | 6
42. O=C(NCCCn1ccnc1)c1ccc(Cl)c(S(=O)(=O)N2CCOCC2)c1
  3 | 18
43. O=C(c1cccc(S(=O)(=O)N2CCCC2)c1)N1CCN(c2ccccc2)CC1
  2 | 4
44. COc1ccc(-c2cc(=O)oc3c(C)c(OCc4nn[nH]n4)ccc23)cc1
  -4 | 0
45. Fc1ccc(-c2nnn(Cc3nc4ccccc4s3)n2)cc1
  1 | 3
46. CCC(c1nnnn1CC1CCCO1)N(CCN1CCOCC1)Cc1cc2cc(C)ccc2[nH]c1=O (configuration not stated)
  8 | 13
47. N#Cc1cc2c(nc1SCC(=O)NCc1ccc3c(c1)OCO3)CCCCC2
  -10 | 1
48. CC1CCc2cccc3c2N1c1cc(C#N)c(C#N)cc1O3 (configuration not stated)
  0 | 4
49. CCN(CC)c1nc(N2CCOCC2)c(C#N)c2c1CN(C)CC2
  1 | 7
50. Cc1cccc2cc(C#N)c(N3CCN(C)CC3)nc12
  3 | 10
51. Cn1c(N2CCN(c3ccccn3)CC2)nc2c1c(=O)n(Cc1ccc(Cl)cc1)c(=O)n2C
  0 | 0
52. CC(=O)N1CCN(C(=O)Nc2cccc(C(F)(F)F)c2)CC1
  1 | -1
53. Cc1cc(OCC(=O)C(C)(C)C)c2c(C)c(C)c(=O)oc2c1
  4 | 6
54. CCOc1ccc(-c2[nH]ncc2Oc2ccccc2OC)c(O)c1
  6 | 12
55. C=CCn1c(SCC(=O)Nc2cc(C)ccc2OC)nnc1-c1ccco1
  -2 | 9
56. Cc1ncsc1C(=O)Nc1nc2c(s1)CC(C)CC2 (configuration not stated)
  -4 | 6
57. Nc1nc2c(s1)CC(c1ccccc1)CC2 (configuration not stated)
  4 | 13
58. COc1cc(CN2CCN(c3cccc(C)c3C)CC2)cc(Br)c1O
  -12 | -9
59. O=C(OCC(=O)N1CCc2ccccc21)c1cccnc1
  0 | 5
60. Cc1csc(NC(=O)C2CCN(C(=O)CSc3nnc(C)n3Cc3ccccc3)CC2)n1
  -2 | 5

The list goes on.
Order of results – TNAP pNPP inh | TNAP inh Pi
61. Cc1nc2cc(N3CCN(C)CC3)c(NC(=O)Cc3ccccc3)cc2c(=O)n1Cc1ccccc1
  8 | 15
62. CC(C)Cn1c(SCC(=O)NC(=O)NC2CCCC2)nc2ccccc21
  6 | 3
63. COc1cccc(-c2nnc3sc(-c4ccccc4)nn23)c1
  3 | 6
64. CSc1nnc2c(n1)OC(C)=Nc1ccccc1-2
  0 | 0
65. COC(=O)c1ccc(NC(=O)CNC(=O)C2CCCCC2)cc1
  -3 | 5
66. CN(Cc1ccccc1)Cc1c(F)cccc1F
  -3 | -32
67. COC(=O)c1sc(NC(C)=O)c(C(=O)OC)c1C
  -2 | 3
68. O=C(CSc1nc(-c2ccccc2)cc(=O)[nH]1)NCc1ccc2c(c1)OCO2
  -16 | -5
69. CCCc1nc(NCc2ccco2)c(C#N)c2c1COC(C)(C)C2
  -3 | 5
70. CCC(C)(C)n1nnnc1C(C(C)C)N1CCN(C)CC1 (configuration not stated)
  6 | -1
71. CC1Cn2c(nc3sc4c(c3c2=O)CCC4)N1CCO (configuration not stated)
  0 | 7
72. CCn1c(SCc2ccc(C(=O)OC)o2)nc2sc3c(c2c1=O)CCCC3
  6 | 12
73. O=C(CSc1nnc(COc2ccccc2)n1Cc1ccco1)Nc1ccc2c(c1)OCCO2
  2 | 5
74. COc1nc(NCc2cccnc2)nc(OC)n1
  0 | 6
75. N#Cc1c(N)sc(=S)c2c1CCN(Cc1ccccc1)C2
  -16 | -35
76. Cc1cc(C)nc(N2C(=O)CC(C(=O)O)NC2=NCCc2c[nH]c3ccccc23)n1 (configuration not stated)
  -1 | -14
77. Brc1ccc(-c2nnc(-c3ccco3)o2)cc1
  2 | 13
78. COc1ccc(CCNC(=O)c2cc3c(=O)n4cccc(C)c4nc3n(Cc3ccncc3)c2=N)cc1
  3 | 11
79. CCOC(=O)Nc1ccc2c(c1)N(C(=O)CCN1CCOCC1)c1ccccc1S2=O (configuration not stated)
  9 | 12
80. O=C(COC(=O)c1ccccn1)Nc1cccc(Cl)c1Cl
  2 | 7
81. CCOC(=O)COc1ccc(S(=O)(=O)N2CCN(C(=O)OCC)CC2)cc1
  -2 | 6
82. c1ccc(CCn2nnnc2CN2CCCc3ccccc32)cc1
  6 | 10
83. CCOc1cc(S(=O)(=O)NCc2cccs2)ccc1Cl
  5 | -12
84. CC1=C(C(=O)OCC2CCCO2)C(c2ccc(C)o2)C2=C(CC(c3ccc(F)cc3)CC2=O)N1 (configuration not stated)
  2 | 4
85. COC(=O)C1=C(C)N=C2SC(C)C(=O)N2C1c1cccs1 (configuration not stated)
  0 | 0
86. O=C(Nc1c(F)cc(F)cc1Br)C1CCCO1 (configuration not stated)
  6 | 11
87. CCC(=O)N1c2ccccc2NC2=C(C(=O)CCC2)C1c1cccnc1 (configuration not stated)
  2 | 8
88. COc1cc(C2C3C(=O)N(c4ccccc4)C(=O)C3ON2c2ccccc2)ccc1O (configuration not stated)
  3 | 8
89. CCCC(=O)NCc1nc2ccccc2n1C
  4 | -8
90. Cn1c(=O)c2c(nc(NCc3cccnc3)n2Cc2cccc(C(F)(F)F)c2)n(C)c1=O
  -8 | -4
91. Cc1ccccc1OCC(=O)Nc1ccc2c(c1)COC2=O
  4 | 8
92. O=C(CSc1nnc(-c2cccc(S(=O)(=O)N3CCCCC3)c2)o1)NCCC1=CCCCC1
  2 | 3
93. CCOc1nc(NCc2ccco2)nc(Nc2ccc(OC)cc2)n1
  4 | -5
94. Cc1ccccc1NC(=O)NCCc1nc2ccccc2[nH]1
  0 | -3
95. COc1ccc(NC2CC(=O)N(c3ccccc3)C2=O)cc1 (configuration not stated)
  0 | 6
96. CCn1c2ccccc2c2nnc(SCCCn3c(=O)[nH]c4ccccc43)nc21
  3 | 11
97. O=C(Nc1ccccc1C(=O)NC1CCCC1)NC1CCCC1
  5 | 6
98. NC(=O)c1oc2ccccc2c1NC(=O)CN1CCCCC1
  2 | 8
99. O=C(c1ccncc1)N(Cc1ccccc1)Cc1nc2ccccc2c(=O)[nH]1
  6 | 11
100. O=C(OCN1C(=O)c2ccccc2C1=O)c1ccco1
  1 | 7
101. COC(=O)c1cc2c(C)nn(-c3ccccc3)c2s1
  0 | 9
102. CCOC(=O)COc1ccc2nsnc2c1Cl
  2 | 8
103. Cc1cc(C)c(C#N)c(SCC(O)CS(=O)(=O)Cc2ccccc2)n1 (configuration not stated)
  4 | 14
104. CCc1nc(NCC2CCCO2)c2oc3ccccc3c2n1 (configuration not stated)
  -2 | 2
105. COc1ccc(OC)c(C(c2nnnn2Cc2ccccc2)N2CCN(C3CCCCC3)CC2)c1 (configuration not stated)
  -1 | 10
106. COC(=O)c1nc(C(=O)OC)c(C(=O)OC)nc1C(=O)OC
  6 | 7
107. Cn1c(=O)c2c(nc(CN3CCN(c4ccc(F)cc4)CC3)n2CCN2CCOCC2)n(C)c1=O
  8 | 4
108. Cc1csc(SC(C)C(=O)Nc2ccc(S(=O)(=O)N3CCCC3)cc2)n1 (configuration not stated)
  2 | 6
109. O=C(OCc1nc2ccccc2s1)c1cccc(S(=O)(=O)N2CCOCC2)c1
  -1 | 16
110. COc1ccc2c(=O)c3c(=O)n(Cc4ccco4)c(-c4ccc(C)cc4)nc3oc2c1
  4 | 9

Further compounds.
Order of results – TNAP pNPP inh | TNAP inh Pi
111. CCC(=O)Nc1c(C#N)c2nc3ccccc3nc2n1-c1ccc(C)cc1
  0 | -8
112. c1csc(-c2noc(COc3ccc4c(c3)CCCC4)n2)c1
  5 | -6
113. CCCOc1ccc(C(=O)NCCC(=O)NCCCC(=O)OCC)cc1
  0 | 3
114. c1coc(CNc2c3c(nc4ncnn24)CCC3)c1
  1 | 7
115. CCOC(=O)/C(C#N)=C(\N)C(C)C(=O)Nc1ccccn1 (configuration not stated)
  -6 | 9
116. CC(=O)c1cccc(NC(=O)c2cc(-c3ccc(C)cc3)on2)c1
  3 | 18
117. COc1cc(NC(=O)C2CCCO2)c(C(=O)O)cc1OC (configuration not stated)
  -1 | 5
118. Fc1cc(F)c(F)c(SCCc2ccncc2)c1F
  2 | -13
119. Cc1onc(-c2ccccc2)c1C(=O)NCc1ccccn1
  5 | 6
120. CCn1nnc(-c2ccccc2NC(=O)c2cc(OC)cc(OC)c2)n1
  2 | -19
121. Cc1[nH]c2ccccc2c1C(O)CN1CCN(c2cccc(C(F)(F)F)c2)CC1 (configuration not stated)
  4 | -9

Not all compounds are listed; the hit share may differ from the screen's.
